# ABCG2 inh = inhibitors of human ABCG2 transporter, ABCB1 counter-screen; Q9UNQ0; IgMXP3 cells, JC-1 efflux, flow cytometry; inhibition, % at 6.6 µM; 0.1% of 190,000 active;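 active = inhibition above 80%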;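 note: 0% = DMSO and 100% = nicardipine control wells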
#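 Assay system – ABCG2 IgMXP3 and barcoded ABCB1 CCRF-Adr cell mix · Input – 3 million cells/mL in well · Reagent – JC-1 fluorescent substrate · Compound – single test compound dose, 6.6 µM final · Timing – 10 min exposure at 25 °C with rotation, no wash · Detection – flow cytometry of retained JC-1 fluorescence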
# Bim-Bfl-1 = inhibitors of Bim-Bfl-1 interaction, human | inhibition, % at 10 µM | Q16548 | Bead-based flow cytometry, Bim-Bfl-1 binding inhibition | 0.12% of 190,000 active | AID 1008;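 note: 0% = wells without compound plus tracer and 100% = blocker peptide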
# GSH bead fluor = GSH bead compound fluorescence profile; 0.25% of 190,000 active; fluorescence (KMESF) at 10 µM; GSH beads flow cytometry, compound fluorescence 488/530 nm; active compounds read high; in the data active = fluorescence above about 89;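 note: glutathione beads carrying GST-tagged Bcl family fusion proteins plus one bare bead set; values are compound well signal with DMSO vehicle wells as background; inactives centre near 16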
# ABCB1 inh = blocks JC-1 efflux by human ABCB1 transporter. P08183. CCRF-Adr cells, flow cytometry. inhibition, % at 6.6 µM. AID 1326. 0.067% of 190,000 active; in the data active = inhibition above about 40%;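 note: 0% = vehicle and 100% = reference inhibitor; higher value means more JC-1 retained so stronger ABCB1 efflux block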
# Bcl-W Bim block = disrupts Bim peptide binding to human Bcl-W; 0.02% of 190,000 active; inhibition, % at 10 µM; AID 952; bead-based flow cytometry; Q92843;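 note: 0% = bound tracer without compound and 100% = peptide blocker; higher means less fluorescent Bim peptide bound to Bcl-W beads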
# Target sequence (Q92843 whole entry, looked up): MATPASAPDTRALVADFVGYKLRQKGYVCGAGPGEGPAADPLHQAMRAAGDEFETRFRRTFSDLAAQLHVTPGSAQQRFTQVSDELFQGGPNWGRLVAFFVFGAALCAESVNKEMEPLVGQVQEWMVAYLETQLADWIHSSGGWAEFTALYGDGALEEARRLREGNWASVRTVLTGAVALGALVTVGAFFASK
# RGS7-Gao reg = modulates binding of RGS7 to human Galphao; Multiplexed bead flow cytometry; actives lie on both sides; binding response (% of control), % at 10 µM; 0.35% of 220,000 active; AID 1439; in the data active = binding response below about 49% or above about 150%; inconclusive = no clear call, values can overlap the other calls; inactive = in between;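 note: fluorescent Galphao held in activated GDP-AlF4 state binding bead-coupled RGS7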
# Target sequence (P09471 whole entry, looked up): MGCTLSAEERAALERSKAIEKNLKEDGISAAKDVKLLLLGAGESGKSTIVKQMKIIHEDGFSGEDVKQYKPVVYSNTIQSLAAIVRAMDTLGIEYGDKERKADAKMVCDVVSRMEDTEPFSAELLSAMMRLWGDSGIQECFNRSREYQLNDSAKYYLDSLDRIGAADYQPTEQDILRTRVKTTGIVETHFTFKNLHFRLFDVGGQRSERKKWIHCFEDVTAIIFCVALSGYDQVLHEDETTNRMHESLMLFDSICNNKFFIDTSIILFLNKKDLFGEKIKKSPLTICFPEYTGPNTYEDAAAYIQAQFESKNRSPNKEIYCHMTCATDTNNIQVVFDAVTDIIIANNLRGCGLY
# RGS4-Gao reg = human RGS4-Galphao interaction regulation; Multiplexed bead flow cytometry, RGS4-Galphao binding; actives lie on both sides; 0.33% of 220,000 active; AID 1415; binding response (% of control), % at 10 µM; in the data active = binding response below about 49% or above about 150%; inactive = in between;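 note: fluorescent Galphao activated with aluminum fluoride binding bead-coupled RGS4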
# Bim-Bcl-2 = inhibitors of Bim-Bcl-2 interaction, human; P10415; 0.06% of 190,000 active; inhibition, % at 10 µM; Bead-based flow cytometry, Bim peptide-Bcl-2 binding; in the data active = inhibition above about 40%; inconclusive = no clear call, values can overlap the other calls;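 note: 0% = no compound wells with probe peptide and 100% = reference peptide inhibitor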
# Bcl-B Bim block = human Bim-Bcl-B interaction inhibition | Q9HD36 | bead-based flow cytometry, Bim peptide-Bcl-B binding | inhibition, % at 10 µM | 0.073% of 190,000 active | AID 951;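 note: 0% = tracer peptide without compound and 100% = reference inhibitor peptide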
# Target sequence (Q9HD36 whole entry, looked up): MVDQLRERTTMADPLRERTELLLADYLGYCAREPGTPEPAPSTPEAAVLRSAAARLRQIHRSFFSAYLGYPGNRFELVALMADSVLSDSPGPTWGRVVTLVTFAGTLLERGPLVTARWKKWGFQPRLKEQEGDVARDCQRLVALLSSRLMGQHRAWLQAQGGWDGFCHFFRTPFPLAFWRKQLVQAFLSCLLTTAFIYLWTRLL
# Bcl-XL Bim block = human Bim-Bcl-XL interaction inhibition; Q07817; Bim peptide-Bcl-XL binding, bead flow cytometry, fluorescence; inhibition, % at 10 µM; 0.04% of 190,000 active; AID 1007
# Target sequence (Q07817 whole entry, looked up): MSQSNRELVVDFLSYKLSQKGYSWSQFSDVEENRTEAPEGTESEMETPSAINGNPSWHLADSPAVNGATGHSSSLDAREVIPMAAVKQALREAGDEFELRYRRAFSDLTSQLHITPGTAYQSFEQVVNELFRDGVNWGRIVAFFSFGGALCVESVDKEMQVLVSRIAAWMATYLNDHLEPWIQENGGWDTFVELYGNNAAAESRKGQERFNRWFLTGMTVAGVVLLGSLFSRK
# RGS8-Gao = human RGS8-Galphao interaction regulation. P09471. AID 1423. response (percent of control binding), % at 10 µM. multiplexed bead flow cytometry, RGS8-Galphao binding; actives lie on both sides. 0.34% of 220,000 active; in the data active = response below about 60% or above about 140%; inactive = in between;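 note: Galphao activated as the GDP aluminium fluoride complex binding bead-coupled RGS8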
# An asterisk follows results filed as active; ? = inconclusive; . = not tested or not shown. Cut-off read from the data, not from the text of the source, unless noted: active = inhibition above about 40%.
SMILES,ABCG2 inh,Bim-Bfl-1,GSH bead fluor,ABCB1 inh,Bcl-W Bim block,RGS7-Gao reg,RGS4-Gao reg,Bim-Bcl-2,Bcl-B Bim block,Bcl-XL Bim block,RGS8-Gao
C#CC[N+]1(CC#Cc2ccc(C#CC[N+]3(CC#C)CCOCC3)cc2)CCOCC1,1,0,16,0.8,4,93,93,-7,6,8,84
N#CC1=C(N)OC2=C(C(=O)CCC2)C12CCN(C(=O)OCc1ccccc1)CC2,9,-6,12,1.4,-5,95,104,-7,-5,-5,102
CN(C(=O)c1ccno1)c1nnc(-c2cccnc2)s1,3,0,22,0.4,1,94,96,3,1,0,98
COC(=O)C(Cc1ccccc1)NC(=O)C(CC(C)C)NC(=O)OC(C)(C)C (stereo not drawn),5,0,8,0.9,-2,103,102,-1,-7,-5,100
O=C(CCN1CCN(c2ccccc2)CC1)Nc1ccc(Cl)cc1,3,-7,34,0.6,-11,104,109,-3,-9,-7,106
O=C(O)CCC(CNS(=O)(=O)c1ccccc1)C(F)(F)F (stereo not drawn),1,-1,19,0.3,2,105,106,0,-1,-1,100
CCNC(=O)CSc1nc(-c2ccccc2)cs1,2,1,12,0.8,1,103,103,0,-1,-1,105
CC(=NCCCn1ccnc1)c1c(O)n(Cc2ccccc2)c(=O)[nH]c1=O,0,1,16,0.1,0,101,99,-3,1,1,104
O=c1c2ccccc2nc2sc3ccccc3n12,9,.,.,-0.2,.,101,101,.,.,.,104
COc1ccc(OC)c(S(=O)(=O)N(C)CC(=O)Nc2cc(Cl)ccc2OC)c1,7,-18,27,-0.9,-7,100,102,-7,-6,-3,104
Cc1cc(NC(=O)Cn2ccsc2=N)c([N+](=O)[O-])cc1C,1,-7,15,0.1,2,102,100,-3,-5,2,102
c1nc(N2CCC3(CC2)OCCO3)c2c3c(sc2n1)CCCC3,2,-9,5,0.7,2,104,106,-4,-3,-5,106
CNC(=S)NCCN1CCOCC1,-1,-7,13,-0.1,-4,102,105,-16,-15,-8,103
CCOc1ccc(N2C(=O)CC(Sc3nc(C)cc(C)c3C#N)C2=O)cc1 (stereo not drawn),-1,-14,38,-1.5,0,98,99,-8,-5,-8,99
COc1ccc(-c2nc3cc(NC(=O)Cc4ccc(OC)c(OC)c4)ccc3o2)cc1,1,-1,20,0.2,0,102,103,3,0,-1,101
O=C(NCC(c1cccnc1)N1CCN(c2ccc(F)cc2)CC1)c1ccccc1 (stereo not drawn),2,-5,10,0.5,2,99,101,-6,-4,0,101
CCN(CC(=O)Nc1ccccc1Br)C1CCCCC1,2,-2,17,1.2,0,?,102,-5,-2,-2,103
COCCNC(=O)/C(C#N)=c1\s/c(=C\c2ccccc2OC(F)F)c(=O)n1Cc1ccccc1,13,-6,23,-0.2,-6,104,98,-6,-9,-1,101
Fc1ccccc1CSc1nnc(-c2cccs2)o1,8,-13,12,0.9,2,100,98,-6,-3,-4,101
CCc1ccc2oc(-c3ccc(OC)cc3)cc(=Nc3cccc(C(=O)O)c3)c2c1,4,0,15,0.0,1,89,91,0,-2,0,91
Cc1n[nH]c(C)c1S(=O)(=O)N(CC(=O)N1CCc2ccccc21)c1ccc(C(C)C)cc1,3,-4,24,1.1,0,101,103,-5,-3,3,104
CCn1ccc(C(=O)Nc2ccc(Cl)cn2)n1,3,-6,20,-0.7,-3,105,102,-4,-5,-7,100
COc1ccc(/C(N)=N/OC(=O)CCc2ccccc2)cc1,4,-7,11,0.1,0,99,100,-5,-1,0,101
CSCCC(NS(=O)(=O)c1cccs1)C(=O)NCc1cccs1 (stereo not drawn),0,-19,26,0.6,-2,95,96,-7,-11,-10,98
Cn1c(NC(=O)c2ccccc2)c(-c2cccs2)c(=O)c2ccccc21,2,-8,11,0.4,2,96,96,-7,-3,0,100
# The list continues:
SMILES,ABCG2 inh,Bim-Bfl-1,GSH bead fluor,ABCB1 inh,Bcl-W Bim block,RGS7-Gao reg,RGS4-Gao reg,Bim-Bcl-2,Bcl-B Bim block,Bcl-XL Bim block,RGS8-Gao
O=C(Nc1nc(-c2ccc(Cl)cc2Cl)cs1)C1CCCO1 (stereo not drawn),5,1,7,0.5,0,92,95,-3,-4,-3,85
CCOc1cc2[nH]c(=S)n(CCCN(CC)CC)c(=O)c2cc1OCC,0,1,18,-0.2,-1,.,.,9,-1,-7,.
Cc1cc(C)c2nc(N3CCCC(C(=O)N4CCC(C(N)=O)CC4)C3)sc2c1 (stereo not drawn),23,4,32,0.0,2,102,102,2,0,-2,100
CCCC1CCC(C2=N/C(=C\c3ccc(OC)c(OC)c3)C(=O)O2)CC1 (stereo not drawn),1,-12,46,-0.1,1,98,98,-5,-7,0,100
Cc1ccccc1CN1CCN(Cc2ccccc2C(F)(F)F)CC1,0,-3,22,0.1,0,98,98,-5,0,3,99
O=C(c1ccc2c3c(cccc13)C(=O)N(O)C2=O)N1CCCCC1,1,-14,31,0.3,2,98,101,-10,-8,-8,102
Cc1nnc(C)n1/N=C/c1cc2ccccc2nc1Cl,13,-3,15,1.1,1,104,101,-4,-2,0,102
O=C(N1CCOCC1)N1CCN(c2ccccn2)CC1,0,4,12,0.1,-1,101,98,8,7,0,100
CCC/C(=C1/C(=O)CC(C)(C)C(C(=O)OC)C1=O)N1CCCC1 (stereo not drawn),0,-9,45,-0.1,-1,100,103,-9,-4,-3,100
COC(=O)C1=NN(N=O)C2(CC(=O)N(c3cc(C)cc(C)c3)C2=O)C1 (stereo not drawn),0,0,17,0.0,-8,85,85,1,-6,-10,90
Cc1ccc(CN(Cc2ccco2)C(=S)NCC(=O)O)cc1,22,10,10,-0.2,10,106,99,10,10,8,87
COc1ccc(OC)c(NC(=O)c2[nH]c(C)c(C(C)=O)c2C)c1,1,0,33,0.6,0,97,98,1,0,-1,93
CCNC(=O)Cn1cnc2c1c(=O)n(C)c(=O)n2C,7,-11,16,0.5,0,98,102,-8,-7,-4,103
CC(=O)Nc1ccc(S(=O)(=O)Nc2cccc(C(=O)NC(C)(C)C)c2)cc1,0,-3,22,0.0,-1,97,102,3,0,1,102
CCc1[nH]nc2c1C1(CCN(C(=O)c3ccccc3)CC1)C(C#N)=C(N)O2,9,-19,36,5.8,-1,98,103,-12,-7,-5,101
CCCCNC(=S)Nc1ccc2[nH]c(=O)[nH]c2c1,0,-3,7,0.4,0,100,101,-5,-3,0,100
COc1ccc(NC(=O)CCNS(=O)(=O)c2cccc3nsnc23)cc1,0,-9,12,0.0,-4,105,104,-6,-5,-2,104
O=C(NCCCN1CCOCC1)c1ccc(CNS(=O)(=O)c2ccc(F)cc2)cc1,.,-5,18,.,-2,106,108,-2,-1,-1,121
CN=C(C)C1=C(O)C(C(=O)OC)C(C)(C)CC1=O (stereo not drawn),2,-13,31,0.3,1,103,88,-6,-10,-7,92
Cc1ccccc1N1CCN(S(=O)(=O)c2ccccc2)CC1,1,-3,98*,-0.2,-15,104,107,-7,-16,-1,106
COc1ccc(C2C(C(=O)c3ccccc3)=C(C)Nc3nc4ccccc4n32)cc1OC (stereo not drawn),3,0,17,1.4,-6,.,.,-2,-6,-6,.
O=S(=O)(NC1CCCCC1)c1ccc(F)c2ccccc12,3,-8,22,0.6,1,100,99,-7,-7,-1,100
CC(=O)N(C)c1ccc(N=Nc2c(C)[nH]n(C(N)=S)c2=O)cc1,0,1,26,0.2,0,99,101,2,-10,-2,100
CCCn1nnnc1NC(=O)COc1ccc(Cl)cc1C,0,3,19,0.0,-1,17*,23*,-1,0,0,12*
O=C1CC(c2ccccc2)=Nc2ccccc2N1Cc1ccccc1,13,5,16,11,-4,94,93,1,0,1,84

# Fetched by compound from the list above:
SMILES,ABCG2 inh,Bim-Bfl-1,GSH bead fluor,ABCB1 inh,Bcl-W Bim block,RGS7-Gao reg,RGS4-Gao reg,Bim-Bcl-2,Bcl-B Bim block,Bcl-XL Bim block,RGS8-Gao
CN=C(C)C1=C(O)C(C(=O)OC)C(C)(C)CC1=O (stereo not drawn),2,-13,31,0.3,1,103,88,-6,-10,-7,92
O=C(Nc1nc(-c2ccc(Cl)cc2Cl)cs1)C1CCCO1 (stereo not drawn),5,1,7,0.5,0,92,95,-3,-4,-3,85
CCCCNC(=S)Nc1ccc2[nH]c(=O)[nH]c2c1,0,-3,7,0.4,0,100,101,-5,-3,0,100
O=C(c1ccc2c3c(cccc13)C(=O)N(O)C2=O)N1CCCCC1,1,-14,31,0.3,2,98,101,-10,-8,-8,102

# Arranged by heavy-atom count (smallest number first): part of the list above
SMILES,ABCG2 inh,Bim-Bfl-1,GSH bead fluor,ABCB1 inh,Bcl-W Bim block,RGS7-Gao reg,RGS4-Gao reg,Bim-Bcl-2,Bcl-B Bim block,Bcl-XL Bim block,RGS8-Gao
CN=C(C)C1=C(O)C(C(=O)OC)C(C)(C)CC1=O (stereo not drawn),2,-13,31,0.3,1,103,88,-6,-10,-7,92
Cc1nnc(C)n1/N=C/c1cc2ccccc2nc1Cl,13,-3,15,1.1,1,104,101,-4,-2,0,102
O=C(NCCCN1CCOCC1)c1ccc(CNS(=O)(=O)c2ccc(F)cc2)cc1,.,-5,18,.,-2,106,108,-2,-1,-1,121

# (further entries)
SMILES,ABCG2 inh,Bim-Bfl-1,GSH bead fluor,ABCB1 inh,Bcl-W Bim block,RGS7-Gao reg,RGS4-Gao reg,Bim-Bcl-2,Bcl-B Bim block,Bcl-XL Bim block,RGS8-Gao
O=[N+]([O-])c1ccc(Cl)cc1Sc1nc2ccccc2o1,-1,-3,17,-0.5,-5,103,100,-5,-11,-7,102
CCCNC(=O)CNC(=S)N(Cc1cc(OC)c(OC)c(OC)c1)C1CCCC1,-1,-4,11,.,-3,104,103,-6,-8,-7,107
CC(=O)c1cccc(NC(=O)C(OC(=O)c2ccccc2NS(=O)(=O)c2cccs2)c2ccccc2)c1 (stereo not drawn),-27,-2,23,-7.4,-2,100,102,-2,1,-4,101
O=C(Nc1ccccc1)N1CCN(c2nc3ccccc3s2)CC1,16,4,39,2.0,0,100,97,6,-1,-4,99
CCn1c(SCC(N)=O)nnc1-c1ccco1,1,-1,13,0.2,-3,100,100,0,-4,-3,99
CCCCOc1ccc(-c2c(C#N)c(N)nc(SCC(N)=O)c2C#N)cc1,-1,-4,31,-0.5,-1,99,100,-8,-2,-5,102
CSc1ccc(NC(=O)N2CC(C)OC(C)C2)cc1 (stereo not drawn),2,-1,17,0.4,-4,102,100,-2,-1,0,101
